GRP78 ERSR act = inducers of ER stress response in human glioma cells | hit rate 0.02% among 420,000 | U87-MG GRP78 promoter luciferase reporter, 16 h | AID 602332 | Potency, µM, for the others: at the highest dose activation, actives largely listed as activators; note: potency is the fitted concentration of half-maximal effect; series mostly up to about 76 µM; % of control where 0% means no effect; nearly all actives have a fitted effect of over 35% in size
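Stably transfected U87-MG human glioma cells carrying a GRP78-based luminescent sensor were seeded at 1000 cells/well, pin-dosed with compounds and incubated 16 h. Luciferase reagent was then added, and end-point luminescence was read after 10 min at room temperature.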
LDHA block = LDHA (human) enzyme inhibition | activity change, % (values are at about 110 or 230 µM) | AID 1347041 | P00338 | hit rate 0.15% among 480,000 | purified LDHA, NADH/diaphorase-resazurin fluorescence; stronger effect = lower value; in the data active = activity change below about -30%; inconclusive = mostly about -25% to -30%;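 note: plate controls were DMSO wells for no effect and wells without enzyme for full effect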
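Human LDH5 at 2 nM final in Tris HCl pH 7.4 with 0.06 mM NADH and 0.2 mM pyruvate, reacted 5 minutes at room temperature. Remaining NADH coupled via diaphorase/resazurin; resorufin fluorescence read at 0 and 20 minutes, normalized to enzyme-free and DMSO wells.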
APE1 inh = inhibitors of human APE1 endonuclease; AID 2517; recombinant APE1, TAMRA/BHQ-2 abasic DNA cleavage fluorescence; hit rate 0.35% among 350,000; P27695; Potency, µM (highest dose often 65.8 µM), for inactives: at the highest dose activity change, negative = inhibition, most hits filed as inhibitors;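 note: potency is the fitted concentration of half-maximal effect; plate controls were vehicle for no effect and reference inhibitor for full effect; nearly all actives have a fitted effect of over 55% in size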
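Activity was derived from the fluorescence gain between first and third kinetic reads (60 s intervals, ex 525/em 598 nm) after 50 nM THF-abasic TAMRA/BHQ-2 duplex was added to 0.75 nM APE1 preincubated 15 min with compound.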
POLB inh = blocks human DNA polymerase beta activity; P06746; Pol beta primer extension/strand displacement, fluorescence kinetic; Potency, µM (highest dose often 114 µM), inactives show at the top dose activity change, negative = inhibition, usual class: inhibitors; hit rate 1.3% among 340,000; note: potency is the fitted concentration of half-maximal effect; % is set by controls: 0 for no effect and ±100 for the full control effect
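Pol beta (10 nM) and compounds were preincubated 15 min at room temperature, then 50 nM substrate (final) started primer extension/strand displacement. Reads were taken at 0 and 10 min; concentration-response data were fitted to a four-parameter Hill equation.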
Pol kappa inh = DNA polymerase kappa (human) inhibition; Q9UBT6; purified Pol kappa, fluorescent DNA synthesis assay, 10 min; Potency, µM (highest dose often 107 µM), for the others: at the top dose activity, negative = inhibition, hits mostly inhibitors; hit rate 0.53% among 400,000; note: potency is the fitted concentration of half-maximal effect; % is set by controls: 0 for no effect and ±100 for the full control effect
Target sequence (Q9UBT6 whole entry, looked up): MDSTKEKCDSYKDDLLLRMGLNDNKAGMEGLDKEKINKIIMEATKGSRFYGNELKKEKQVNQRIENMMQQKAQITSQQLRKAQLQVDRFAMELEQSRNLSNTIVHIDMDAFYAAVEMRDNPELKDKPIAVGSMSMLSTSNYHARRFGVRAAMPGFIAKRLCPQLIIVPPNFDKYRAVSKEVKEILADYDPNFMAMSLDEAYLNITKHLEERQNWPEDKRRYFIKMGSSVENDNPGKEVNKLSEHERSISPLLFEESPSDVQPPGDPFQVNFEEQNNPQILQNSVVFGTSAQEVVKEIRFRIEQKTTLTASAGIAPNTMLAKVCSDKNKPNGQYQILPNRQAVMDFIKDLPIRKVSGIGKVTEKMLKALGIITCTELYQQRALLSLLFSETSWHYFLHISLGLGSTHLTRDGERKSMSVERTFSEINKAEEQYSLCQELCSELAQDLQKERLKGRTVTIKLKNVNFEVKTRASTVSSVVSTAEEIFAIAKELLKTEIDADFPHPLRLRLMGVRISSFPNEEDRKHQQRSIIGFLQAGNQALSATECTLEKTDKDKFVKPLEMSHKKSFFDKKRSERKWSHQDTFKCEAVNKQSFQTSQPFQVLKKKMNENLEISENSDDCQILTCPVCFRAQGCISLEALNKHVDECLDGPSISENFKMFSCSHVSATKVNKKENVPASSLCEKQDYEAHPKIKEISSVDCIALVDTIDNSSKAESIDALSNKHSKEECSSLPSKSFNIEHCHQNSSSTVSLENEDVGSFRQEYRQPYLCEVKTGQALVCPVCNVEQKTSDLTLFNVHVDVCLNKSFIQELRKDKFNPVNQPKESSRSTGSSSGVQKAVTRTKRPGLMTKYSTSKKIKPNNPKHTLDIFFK
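10 nM Pol kappa was preincubated with compounds for 15 min at room temperature. Reaction started with 50 nM (final) substrate. Fluorescence read kinetically at 0 and 10 min.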
BLM inh = Bloom syndrome helicase (human) inhibition | Potency, µM (highest dose often 56.1 µM), for the others: top-dose activity change, negative = inhibition, usual class: inhibitors | P54132 | recombinant BLM DNA unwinding, fluorescence dequenching | hit rate 0.2% among 350,000;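 note: potency is the fitted concentration of half-maximal effect; plate controls were vehicle for no effect and no enzyme for full effect; nearly all actives have a fitted effect of over 35% in size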
POLI inh = inhibitors of human DNA polymerase iota | Q9UNA4 | Pol iota fluorescent replication assay, 10 min | Potency, µM (top dose mostly 115 µM), for the others: top-dose activity, negative = inhibition, most hits filed as inhibitors | hit rate 1% among 390,000 | AID 588590; note: potency is the fitted concentration of half-maximal effect
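Fluorescent replication assay read twice, at 0 min and 10 min after adding 50 nM (final) substrate. Enzyme (10 nM) and compounds were first incubated 15 min at room temperature; enzyme-free buffer wells were negative controls.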
Apoferritin bind = candidate novel general anesthetic via apoferritin binding; P02791; apoferritin/1-aminoanthracene competitive binding, fluorescence; Potency, µM (series often up to 77.5 µM), inactives show at the highest dose activity change, negative = displacement, actives largely listed as inhibitors; hit rate 0.074% among 350,000; note: potency is the fitted concentration of half-maximal effect; % is set by controls: 0 for no effect and ±100 for the full control effect; nearly all actives have a fitted effect of over 20% in size
Target sequence (P02791 2-175 limits assumed): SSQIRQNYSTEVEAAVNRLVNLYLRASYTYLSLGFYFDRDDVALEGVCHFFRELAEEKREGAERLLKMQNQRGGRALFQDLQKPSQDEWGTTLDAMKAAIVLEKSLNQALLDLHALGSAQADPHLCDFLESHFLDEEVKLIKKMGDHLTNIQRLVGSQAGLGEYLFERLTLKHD
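Apoferritin-based anesthetic binding model; compound displacement of fluorescent 1-AMA measured as endpoint fluorescence after 10 minutes at room temperature, scaled to free-ligand and complex controls.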
Pol eta inh = DNA polymerase eta (human) inhibition; Q9Y253; recombinant Pol eta, fluorescent DNA replication assay; Potency, µM (doses to about 114 µM), without a hit: at the highest dose activity change, negative = inhibition, usual class: inhibitors; hit rate 1.2% among 390,000; note: potency is the fitted concentration of half-maximal effect; % is set by controls: 0 for no effect and ±100 for the full control effect
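Pol eta (10 nM) was preincubated with compounds for 15 min at room temperature, after which fluorescent replication substrate (50 nM final) was added to start the reaction. Fluorescence was read kinetically at 0 and 10 min.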
* hit, by the source's call; ? = inconclusive; . = no result given; & = joins results of further samples; [ ] = dose if it differs, or a comment. Unless noted, calls come from the whole dose curve; as a rule, active = well fitted curve in the direction sought with a large enough effect; inconclusive = small, poorly fitted or top-dose-only effect, or another doubt; inactive = no such curve, though single readings can be large; an effect the other way counts as inactive or inconclusive.

Each structure is followed by: GRP78 ERSR act | LDHA block | APE1 inh | POLB inh | Pol kappa inh | BLM inh | POLI inh | Apoferritin bind | Pol eta inh
CC1O[C@@H](O[C@H]2C(Oc3cc(O)c4c(c3)OC(c3ccc(O)cc3)CC4=O)OC(CO)C(O)C2O)C(O)C(O)C1O (some centres undefined)
  0% | . | 3% | . | -5%[60.1 µM] | 4% | . | 0% | .
CC12CCC(c3c(C(=O)O)nn(-c4ccccc4)c31)C2(C)C (centres undefined)
  1% | -1 | 8% | 33% | -15%[60.1 µM] | 0% | ? | -8% | 1%
O=C(C[C@H]1C/C=C\C[C@@H](Cc2ccc(F)cc2)C(=O)OC[C@H]2CCCN2C1=O)N[C@H](CO)Cc1ccccc1
  -5% | -11 | ? | . | -8% | . | 16% | . | -8%
Cc1nc2nc(SCC(=O)NCCCN3CCCCCC3)nn2c(C)c1Cc1ccccc1Cl
  -1% | -5 | 15% | 8% | -3% | -7% | 44%[activator] | -1% | -17%
CC1=CC(=C(C#N)C#N)c2ccccc2N1C
  -2% | -1 | -6% | ? | 4% | -3% | -15% | 5% | -11%
Cc1ccnc(N2CCCC(C(=O)Nc3ccc(C)c(C)c3)C2)n1 (centres undefined)
  8% | -9 | 2% | 26% | 1% | -5% | -3% | -5% | -3%
CCOC(=O)C1=C(C)NC2=C(C(=O)C(C(=O)OCC)C(c3ccc(OC)cc3)C2)C1c1ccccn1 (centres undefined)
  -8% | -12 | 5% | 0% | -7% | -4% | 13% | 29% | -6%
CC(=O)c1ccc(NC(=O)CSc2ccc(-c3ccco3)nn2)cc1
  -3% | -1 | 2% | 28µM* | -14% | -14% | 45µM* | -9% | ?
CC(=O)c1c(C)[nH]c(C(=O)COC(=O)Cc2ccccc2F)c1C
  -5% | -3 | 25% | . | 0% | . | 11% | . | -13%
COc1cccc(Nc2nnc(SCC(=O)N3CCOCC3)s2)c1
  4% | -7 | -4% | 0% | -3% | -7% | 0% | -20% | 1%
CC1CCCCN1C/C=C/c1ccccc1[N+](=O)[O-] (centres undefined)
  -2% | -2 | -4% | 11% | -10% | 2% | -2%[58.9 µM] | -17% | -14%
O=C(CSc1cccc[n+]1[O-])Nc1ccc2c(c1)OCCO2
  1% | 0 | 1% | 5% | 5% | -2% | 39%[activator] | -10% | -13%
COc1ccc(S(=O)(=O)NCC(=O)N(CC(=O)NCC2CCCO2)Cc2ccccc2)cc1 (centres undefined)
  -3% | -6 | 4% | 24% | -15% | -1% | 123%[activator] | -12% | ?
COc1ccc(C(=O)CC(=O)C(=O)Nc2ccc(C)cc2Cl)cc1
  -1% | -5 | -7% | 35% | -13% | -3% | 124%[activator] | -9% | -1%
CNC(=O)CSc1ncnc2c1cnn2-c1ccccc1
  3% | 0 | -6% | 24% | -2% | 0% | 118%[activator] | -4% | -18%
CCN(CC(=O)Nc1ccc2c(c1)OCCO2)CC(=O)Nc1ccc2c(c1)OCO2
  -1% | -5 | 17% | -5% | -7% | -11% | 21% | -4% | -21%
Cc1cnc(NS(=O)(=O)c2ccccc2)c(Br)c1
  -4% | 3 | -3% | -2% | 3% | -1% | 21% | -2% | -15%
Cc1nnc(NC(=O)CSCc2cc(=O)c3cc(Cl)ccc3[nH]2)s1
  -4% | -2 | . | 2% | -13%[60.1 µM] | 1% | 12% | -9% | -16%
Cc1ccc(C)c(OCCC(=O)Nc2ccc3c(c2)OCO3)c1
  1% | -1 | 26% | . | -18% | . | -11% | . | -23%
COc1ccc(S(=O)(=O)NNC(=O)c2sccc2-n2cccc2)cc1
  -1% | 1 | -7% | -3% | -6% | -11% | 61%[activator] | -8% | -11%
CCOC(=O)C(C)Sc1nnc2c3ccccc3n(C)c2n1 (centres undefined)
  3% | -2 | 32% | 16% | -2% | -3% | 39%[activator] | -13% | -20%
O=C1CCCC/C1=C\Nc1ccccc1C(=O)O
  -3% | 2 | -5% | -10% | -39% | 0% | 63%[activator] | -10% | ?
Clc1ccc2nc(-c3cccs3)c(Nc3ccc4c(c3)OCCO4)n2c1
  1% | -6 | . | 8% | -17% | 0% | 21% | -5% | -12%
O=C(Nc1c(C(=O)Nc2cccc3ccccc23)cnn1-c1ccccc1)c1ccco1
  -6% | -10 | 0% | 1% | -5% | 2% | -12% | 6% | -13%
COc1cc(CNCc2cccnc2)ccc1OCc1ccccc1
  1% | -7 | 23% | 22% | -7% | 3% | 105%[activator] | -17% | -9%
O=S(=O)(c1ccc2c(c1)OCCO2)N1CCN(c2nc3ccccc3s2)CC1
  -1% | -4 | 0% | 27% | -7% | -2% | 4% | -5% | 0%
OCC1(CCCc2ccccc2)CCN(Cc2cc(F)ccc2F)CC1
  -2% | -4 | 0% | -20% | -15% | -4% | 10% | -9% | -20%
O=c1oc2ccc(Cl)cc2nc1/C=C(\O)c1cccs1
  -8% | 11 | 3% | 0% | -11% | -5% | 70%[activator] | 31%[activator] | -5%
Cc1cccc(C)c1NC(=O)CN(C)CC(=O)Nc1ccccc1Br
  -4% | -3 | 0% | 9% | -22% | 0% | 12% | -8% | -13%
COc1ccc(N2C(=O)CC(NC3CCCCNC3=O)C2=O)cc1 (centres undefined)
  -4% | -4 | 2% | -10% | -4% | 1% | -4% | 3% | -16%
Cn1ccnc1SCC(=O)Nc1cccc([N+](=O)[O-])c1
  -1% | -2 | -5% | -14% | -9% | 1% | 54%[activator] | -9% | -15%
Cc1ccccc1CNCCCSc1ncccn1
  -5% | -6 | 3% | -22% | -11% | 3% | 160%[activator] | -4% | -21%
CCn1c(=N)n(CC(O)c2ccccc2)c2ccccc21 (centres undefined)
  1% | -6 | 5% | 17% | 1% | 0% | 3% | -14% | 4%
COc1ccc2sc(NCc3ccccc3)nc2c1
  -1% | 2 | 38% | 4% | 4% | -1% | 21% | ? | -14%
COc1ccc(OCC(=O)Nc2c3c(nn2C(C)(C)C)CSC3)cc1
  -5% | -7 | ? | 18% | -10% | -7% | 79%[activator] | -12% | -11%
C[C@H]1CCC[C@]2(O[C@H](CCO)C[C@H](O)[C@H]2O)O1
  -3% | -4 | . | . | 6% | . | 14% | . | -10%
CCN1CCN(S(=O)(=O)c2ccc(Cl)c(C(=O)N(C)Cc3ccccc3)c2)CC1
  -3% | -8 | 27% | . | -22% | . | 8% | . | -1%
CCN(CC)S(=O)(=O)c1cccc(C(=O)NNC(=O)c2ccc3[nH]c(=O)c(=O)[nH]c3c2)c1
  -5% | -2 | 64%[activator] | ? | -5% | -2% | -5% | -19% | 3%
Cc1ccc(S(=O)(=O)/N=C/c2cc(Br)ccc2O)cc1
  -3% | 4 | 5% | 3% | -14% | -2% | 6% | -5% | 1%
CN(C)CC1CCCCC1C1(O)c2ccccc2CSc2sccc21 (centres undefined)
  -9% | 1 | 0% | 3% | -2% | 8% | 10% | -18% | 2%

Retrieved by structure from the entries so far (three):
Each structure is followed by: GRP78 ERSR act | LDHA block | APE1 inh | POLB inh | Pol kappa inh | BLM inh | POLI inh | Apoferritin bind | Pol eta inh
Cc1ccccc1CNCCCSc1ncccn1
  -5% | -6 | 3% | -22% | -11% | 3% | 160%[activator] | -4% | -21%
Cn1ccnc1SCC(=O)Nc1cccc([N+](=O)[O-])c1
  -1% | -2 | -5% | -14% | -9% | 1% | 54%[activator] | -9% | -15%
C[C@H]1CCC[C@]2(O[C@H](CCO)C[C@H](O)[C@H]2O)O1
  -3% | -4 | . | . | 6% | . | 14% | . | -10%

Carrying on:
Each structure is followed by: GRP78 ERSR act | LDHA block | APE1 inh | POLB inh | Pol kappa inh | BLM inh | POLI inh | Apoferritin bind | Pol eta inh
O=c1c2ccccc2ncn1-c1ccc(Cl)cc1Cl
  0% | -10 | -2% | 26% | -3% | 2% | 24% | -1% | -16%
CN(CCc1ccccn1)C(=O)CCC1CCCN(C(=O)c2c3c(nn2C)CCCC3)C1 (centres undefined)
  -1% | -2 | 3% | 42% | -7% | -2% | 28% | -17% | -15%
COc1ccc(CN2CCN(CCSc3ccc(C)cc3)CC2)c(OC)c1OC
  -1% | -37* | 11% | 0% | -6% | -9% | 26% | -5% | -24%
Cc1cc(-c2ccc(S(=O)(=O)Nc3ccccc3F)s2)on1
  -4% | -4 | . | 1% | -10% | -1% | -6% | 0% | -7%
COC(=O)[C@@]12CCCN1[C@H](c1ccc(SC3CCCCC3)cc1)[C@H]1C(=O)N(C)C(=O)[C@H]12
  1% | -17 | 3% | . | -9% | . | ? | . | -12%
COc1cc(/C=N/NC(N)=S)ccc1OCC(=O)N1CCOCC1
  -3% | -1 | 2% | -10% | -1% | 1% | 112%[activator] | 2% | -4%
Cc1cccc(NC(=O)CSCC(=O)N=c2sccn2C)c1
  -5% | -1 | -12% | . | -9% | . | 104%[activator] | . | -1%
COc1ccc(NC(=O)c2cc3cc(C)ccc3[nH]2)cc1
  1% | -3&3 | . | 4% | 6% | 0% | 13% | -4% | -12%
COc1ccc(S(=O)(=O)N2CCCCC2)cc1NS(=O)(=O)c1ccccc1
  -4% | -7 | 2% | . | -8% | . | 87%[activator] | . | -8%
C/C=C/c1ccc(OCC(O)CNCC(c2ccc(OC)cc2)N(C)C)c(OC)c1 (centres undefined)
  -7% | -18 | 16% | 86% | 7% | -11% | 10% | -2% | -13%
COc1ccc(OC)c(CCNC(=O)CCn2c(=O)c3cccn3c3ccc(F)cc32)c1
  -3% | -5 | . | -9% | -4% | 0% | 11% | -13% | 5%
CCCC1(CC)C(=O)NC(=O)N=C1N (centres undefined)
  -1% | -7 | . | . | 4% | . | 42%[activator] | . | -11%
O=C(CSc1ccccc1C(=O)N1CCN(c2ccccc2)CC1)N1CCCC1
  2% | 1 | 4% | . | -5% | . | -25% | . | -6%
Cc1cccc(N=C2NC(=O)/C(=C/c3cccn3C)S2)c1
  5% | 1 | 13% | 22% | -5% | -3% | -15% | -9% | 2%
COc1ccc(C(CC(=O)O)c2cc(OC)c(OC)c(OC)c2)cc1OC (centres undefined)
  -3% | -3 | . | . | -4% | . | 8% | . | ?
COc1ccc(CN2CCCC(C(=O)N(C)Cc3ccccc3)C2)cc1OC (centres undefined)
  -3% | -15 | -6% | 21% | -15% | 1% | 6% | -8% | -6%

Screens as filed in PubChem.

Only part of the results is shown. The share of hits here may be higher or lower than overall.
